# M17LAP inhibition: P. falciparum M17LAP inhibitors, primary screen, biochemical, fluorogenic H-Leu-NHMec substrate, 1536-well (AID 1619). hit rate 0.38% among 220,000. inhibition, % at 30 µM, or IC50 in µM where a hit was titrated. Leucine aminopeptidase (Plasmodium falciparum (isolate 3D7)). recombinant M17LAP, H-Leu-NHMec fluorogenic kinetic assay; higher % means a stronger effect;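 active means compound inhibiting the enzyme by more than half at any dose during confirmatory dose-response retesting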;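 further: plate controls were full reaction with DMSO carrier for no effect and no enzyme background for full effect; strong numbers were not always called active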
# Yfh1-off respiration: enhancers of respiration in Yfh1-depleted yeast, dose response, Friedreich's ataxia, plus single-dose screen (AID 1465). hit rate 0.074% among 220,000. one-dose fold induction at 50 µM; EC50 in µM for titrated hits. S. cerevisiae Yfh1-off respiration, WST-1 reduction, 72 h; higher fold induction means a stronger effect;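 active means fold induction of absorbance versus untreated yeast above a set limit, then at least 30% activation at any dose in follow-up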;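 further: activators that raise dye reduction in frataxin-depleted yeast; strong numbers were not always called active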
# NOD1 NF-kB reporter: NOD1 signaling inhibitors, primary screen, cell-based, luminescence, uHTS (AID 1578); NOD1-driven NF-kB luciferase reporter cells, luminescence; higher % means a stronger effect; inhibition, % at 4 µM; hits with a dose series show EC50 in µM; hit rate 1% among 290,000; in the data active means inhibition mostly above about 36%, no sharp cut-off; inactive means mostly below about 34%;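 further: HEK-293T reporter cells stimulated with the NOD1 agonist gamma-tri-DAP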
# bCat nuc transl: modulators of beta-catenin nuclear translocation, primary screen, imaging, HeLa cells, immunofluorescence, high-content | nuclear translocation activity, % at 5 µM | hit rate 0.3% among 190,000 | AID 1665, 2009;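 active means nuclear translocation activity above 50% at 5 µM, with a well cell count of 50 or more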;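 further: per-cell ratio of nuclear to cytoplasmic median beta-catenin stain intensity; plate controls were DMSO negative control for no effect and GSK-3 inhibitor IX positive control for full effect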
#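 System: Human HeLa cells, endogenous beta-catenin | Compound dosing: 5 µM primary, 0.02–20 µM confirmation | Timing: 24 h compound exposure at 37°C, 5% CO2 | Measured by: Fluorescence imaging of beta-catenin antibody stain plus DAPI | Read-out basis: % activation of per-cell nuclear versus cytoplasmic median beta-catenin signal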
# NOD2 inhibition: NOD2 signaling inhibitors, cell-based, luminescence, uHTS, HEK293 (AID 1566); HEK293 NOD2/NF-kB luciferase reporter, luminescence; higher % means a stronger effect; one-dose inhibition, % at 4 µM; EC50 in µM for titrated hits; hit rate 0.63% among 290,000; in the data active means inhibition above about 50%; further: many of its hits are not listed in these tables
# MT stabilize HCS: microtubule stabilizers in HeLa cells, primary screen, imaging, high-content imaging. hit rate 0.83% among 200,000. % tubulin-high responders, % at 10 µM. AID 2205, 2009. HeLa tubulin immunostaining HCS, 24 h; share of cells brighter than vehicle mean+2SD;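 active means plate Z-score above 3 for both tubulin-high and condensed-nucleus cell shares, with cell loss under 80%, at 10 µM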;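 further: anti alpha tubulin signal scored within the nucleus-defined area of each cell; some results filed as inactive read as strong as hits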
# Autophagy HCS: autophagy modulators in MEF cells, primary screen, imaging, high-content, MEF GFP-LC3; hit rate 0.98% among 190,000; MEF GFP-LC3 puncta imaging; test concentration mostly 10 µM; calls only at 10 µM (by protocol);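 active means percentage of spot-positive cells more than 3 SD above its plate mean, without a fluorescence outlier flag or 80% toxicity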;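 further: spot-positive cell cutoff set from DMSO-treated cells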
# Dynein transport: inhibitors of GR-EGFP nuclear translocation, primary screen, dynein cargo transport inhibitor project, imaging, high-content, 3617.4 mouse cells. test concentration mostly 20 µM; stimulated with dexamethasone, 1 µM; hits give low values. z-score, hits read low. hit rate 0.47% among 220,000;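 active means plate z-score of nuclear minus cytoplasmic receptor signal below a set negative limit, without overly bright fluorescence or cell loss, cut at about -3.5 in these data, passing the limit was not always enough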;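 further: z-score of nuclear minus cytoplasmic ring GR-EGFP intensity difference per well; some compounds called inactive have numbers as strong as hits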
#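 medium = tetracycline-free induction medium containing charcoal-stripped FBS | probe or stimulus = dexamethasone, 1.0 µM final | timing = 48 h induction, then 1 h compound, then 30 min agonist, 37 °C | detection = automated 10x imaging of fixed Hoechst-stained cells | read-out basis = nuclear versus cytoplasmic GR-EGFP signal, averaged per well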
# Ins promoter up: insulin promoter activators in MIN6 cells, imaging, high-content screening, mouse beta cells. hit rate 0.3% among 190,000. z-score at 5 µM. MIN6 insulin promoter-GFP reporter; hits give high values;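 active means z-score above 3 at 5 µM with at least 500 cells counted in the well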
# Dynein transport cytoplasmic EGFP: second read-out of Dynein transport, no call of its own (marks repeat the call); z-score; measured here: cytoplasmic GR-EGFP intensity; hits give high values
# Dynein transport nuclear GR-EGFP: recorded beside Dynein transport, whose call it bears; z-score; measured here: nuclear GR-EGFP intensity;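 lower value marks the stronger effect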
# Dynein transport cell count: further read-out of Dynein transport, marked with its call; z-score; measured here: cell count per field
# Ins promoter up cell count: recorded beside Ins promoter up, whose call it bears; cell count; measured here: cytotoxicity, nuclei count;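 total cells summed across four imaged fields per well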
# bCat nuc transl cell count 5 µM: recorded beside bCat nuc transl, whose call it bears; cell count; measured here: cell count, cytotoxicity flag
# MT stabilize HCS Hoechst-high %: further read-out of MT stabilize HCS, marked with its call; % Hoechst-high responders; measured here: nuclear condensation Hoechst responders;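 share of cells brighter than vehicle mean plus two SD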
# MT stabilize HCS cytotoxicity %: also measured in MT stabilize HCS; calls as there; toxicity, %; measured here: cytotoxicity by cell density;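 0% = mean cell density of plate MIN control wells and 100% = no cells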
# Autophagy HCS cell loss 18 h: recorded beside Autophagy HCS, whose call it bears; toxicity, %; measured here: cell loss, nuclei count;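 cell loss after 18 h compound exposure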
# * marks the source's active call; other numbers are inactive results; i = inactive; x = no result given.
SMILES,M17LAP inhibition,Yfh1-off respiration,NOD1 NF-kB reporter,bCat nuc transl,bCat nuc transl cell count 5 µM,NOD2 inhibition,MT stabilize HCS,MT stabilize HCS Hoechst-high %,MT stabilize HCS cytotoxicity %,Autophagy HCS,Autophagy HCS cell loss 18 h,Dynein transport,Dynein transport cytoplasmic EGFP,Dynein transport nuclear GR-EGFP,Dynein transport cell count,Ins promoter up,Ins promoter up cell count
CC12CCC(C(=O)N3CCC(Cc4ccccc4)CC3)(C(=O)C1=O)C2(C)C (stereo not given),-5%,i,-21%,-2.5,1100,3%,3.2,1.5,12,i,-27,2.8,-0.17,1.9,-1.3,-0.86,1469
O=C(COC(=O)CNC(=O)c1ccc(Cl)cc1)Nc1cccc(S(=O)(=O)N2CCCC2)c1,x,i,7%,1.5,1397,17%,x,x,x,x,x,-0.57,-0.68,-0.51,0.034,-0.24,922
S=C(N/N=C/c1ccccc1Cl)Nc1ccccc1,31%,i,2%,x,x,-43%,1.6,2.4,6.6,i,1,-0.66,0.86,-0.49,0.73,x,x
COc1cc2c(C)nc3c(c(C)nn3-c3ccccc3)c2cc1OC,6%,i,-12%,0.2,1509,-4%,1.1,0.6,8.4,i,9,1.4,-0.31,0.24,0.017,-0.06,1341
CCCC(=O)Nc1ccc(NC(=O)c2ccccc2Cl)nc1,-4%,i,-17%,0.6,1006,8%,7.1,4.1,12,i,16,-1.1,0.028,-0.62,-0.22,0.52,802
CCOC(=O)C1(S(=O)(=O)c2ccc(Cl)cc2)CCN(Cc2ccccc2)CC1,-9%,i,33%,1.0,1326,11%,0.5,0.6,9.5,i,4,-0.35,-0.05,-0.24,0.31,0.78,888
CCCCNC(=S)Nc1cc([N+](=O)[O-])ccc1C,3%,i,0%,-0.4,874,6%,2.2,2.3,2.8,i,8,-0.068,0.057,-0.25,0.31,0.16,1303
CCN1CCN(C(=O)Nc2cccc(C(F)(F)F)c2)CC1,6%,i,-33%,-0.5,977,3%,3.3,1.8,5.6,i,7,-0.79,-0.24,-0.1,-0.11,0.62,1190
O=C1S/C(=C\c2ccc(O)c([N+](=O)[O-])c2)C(=O)N1c1ccccc1Cl,21%,i,18%,0.1,1538,-2%,7.3,3.0,3.3,i,-1,-0.62,-0.27,-0.78,0.73,-0.49,1397
CC1C(=O)NC(=O)C1c1ccccc1 (stereo not given),6%,i,-8%,1.0,1272,-12%,x,x,x,x,x,0.24,-0.26,0.049,0.98,0.09,1103
O=C(OCn1cncn1)c1ccc(Cl)cc1Cl,13%,i,-18%,1.7,1065,14%,2.6,2.0,8.7,i,13,-0.69,-0.21,-0.043,0.53,2.7,780
COC(=O)c1ccc(CN2CCCCC2)cc1,-7%,i,-2%,-0.3,1322,8%,x,x,x,x,x,-0.9,-0.26,-0.42,0.86,-0.03,1089
O=C(COc1ncnc2sccc12)Nc1ccc2c(c1)OCCO2,35%,i,-40%,-1.5,1125,-15%,2.3,2.0,12,i,46,-0.5,-0.19,-0.07,0.29,-1.5,893
Cc1nnc(SCC(N)=O)n1CCc1ccccc1,-3%,i,-32%,-0.9,1144,2%,2.0,1.5,3.7,i,-4,0.48,-0.24,0.048,0.67,0.19,1191
CC(=O)Nc1ccc(N/C=C2/CCCC2=O)cc1,10%,i,-14%,1.9,1293,-14%,x,x,x,x,x,0.82,0.076,0.78,-0.53,-0.02,1070
CCc1ccc(N(C(=O)C(F)(F)F)C(C(=O)NC2CCCCC2)c2ccncc2)cc1 (stereo not given),12%,i,-13%,-4.3,1135,10%,1.8,1.8,11,i,-11,-0.52,-0.22,-0.67,0.51,-0.55,1964
O=C(Cc1cccs1)Nc1cccc([N+](=O)[O-])c1,-2%,i,-33%,0.1,1432,-4%,7.5,3.3,4.6,i,7,0.22,-0.18,0.39,0.51,-0.36,1435
CCc1ccccc1NC(=O)Nc1cccn(Cc2ccccc2F)c1=O,6%,i,-23%,-0.1,1086,4%,3.2,1.3,8.2,i,-4,-0.59,-0.29,-0.085,0.6,0.4,1431
COC(=O)c1ccc(OCC(O)CN(CCO)CCO)cc1 (stereo not given),5%,i,1%,-5.1,1002,17%,1.7,1.7,6.8,i,-13,-0.64,-0.18,-0.16,0.48,0.34,1546
CCN(CC)C(=O)Cn1c(=O)n(-c2ccccc2)c(=O)c2c3c(sc21)CCC3,1%,i,-19%,-13,1185,12%,1.8,1.2,9.4,i,17,0.94,-0.3,0.32,-0.33,x,x
O=C(CSc1nnnn1C1CCCCC1)Nc1cccc(NC(=O)c2ccco2)c1,11%,i,-31%,-1.2,1032,-1%,3.5,2.9,5.5,i,13,-0.21,-0.22,0.17,1,-0.45,1058
COc1ccccc1CNC(=O)c1cccc(-c2ccc(C)c3ccccc23)n1,17%,x,49%,x,x,38%,1.9,1.5,5.6,i,37,0.18,-0.32,0.38,0.97,-1.8,1026
CCn1c(SCC(=O)c2[nH]c(C)c(C(C)=O)c2C)nnc1-c1cccs1,12%,i,18%,-1.9,877,16%,4.7,4.2,6.4,i,0,-0.96,-0.2,-0.34,1.2,-1.9,702
O=C(O)/C=C\C(=O)Nc1ccccc1C(=O)NCc1ccccc1,20%,x,-22%,3.3,523,0%,2.1,1.3,2.5,i,29,-0.15,-0.23,-0.019,0.37,x,x
O=C(c1ccc(CSc2ccc(Cl)cc2)cc1)N1CCCC1,-4%,i,-4%,-3.7,1028,-33%,7.5,1.6,5.4,i,19,0.0025,-0.22,0.44,-0.16,0.27,1547
O=C(NN=C1c2ccccc2-c2ccccc21)c1ccccn1,10%,i,6%,-1.0,1403,-34%,3.1,1.9,6.0,i,18,0.16,-0.18,0.4,0.7,1.9,1489
COc1cc(/C=C(/C#N)c2nc(-c3cc4ccccc4oc3=O)cs2)cc([N+](=O)[O-])c1O,-3%,i,7%,-4.9,1226,19%,x,x,x,x,x,-0.39,-0.14,-0.12,0.18,0.12,1394
Cn1c(=O)[nH]c(=O)c2c1nc(OC(=O)c1ccccc1)n2CC(O)COc1ccccc1 (stereo not given),14%,i,7%,-0.4,1138,-6%,5.2,2.8,9.6,i,-10,-0.55,-0.34,-0.12,0.61,0.71,1075
COc1ccc(OC)c2c1sc(=NC(=O)C(C)C)n2C,-1%,i,-2%,x,x,7%,5.8,4.2,6.0,i,11,-0.98,-0.2,-0.43,0.43,-0.79,877
CCOC(=O)c1c(NC(=O)c2ccccc2C)sc2c1CC(C)(C)OC2,3%,i,27%,-11,1073,31%,0.9,1.0,8.6,i,2,-0.58,-0.045,-0.34,0.61,x,x
CC(c1ccccc1)N1CCn2c(nc3cc(NC(=O)NC4CCCCC4)ccc32)C1 (stereo not given),0%,i,-6%,x,x,2%,3.3,2.9,12,i,0,-0.34,0.051,-0.13,0.71,-0.08,871
Cn1cccc1Cc1nnc(SCC(=O)Nc2cccc(F)c2)n1-c1ccc(F)cc1,-1%,i,x,7.9,864,x,2.7,1.7,6.4,i,-3,-0.5,-0.19,0.048,0.41,-0.03,1521
Cc1ccc2nc(C)cc(NCCO)c2c1,3%,i,-18%,x,x,-2%,2.8,1.7,2.1,i,-1,-0.65,-0.21,0.17,0.17,0.55,1263
CC1CC1C(=O)OCC(=O)NCc1ccccc1Cl (stereo not given),10%,i,-18%,-5.3,1259,-1%,1.5,1.7,7.7,i,-1,-0.72,-0.21,-0.29,0.74,0.18,1326
Cc1ccc2[nH]c3c(=O)n(Cc4ccccn4)cnc3c2c1,2%,i,-14%,-0.7,1106,-3%,2.6,1.4,2.3,i,1,-1.3,-0.25,-0.52,0.79,-0.08,1880
CCC(C)c1ccc(NC(=S)NCCn2cc(Br)cn2)cc1 (stereo not given),8%,i,-23%,-5.0,1109,-2%,1.8,1.4,6.7,i,-13,-0.012,-0.26,0.05,0.83,0.05,1477
O=C(NC1CCSC1=O)c1ccccc1 (stereo not given),-9%,i,19%,-1.3,1398,4%,3.3,1.9,4.0,i,5,0.76,-0.055,-0.22,-0.011,-0.22,1620
COc1cccc(/C=N/NC(=O)c2ccc(N(C)S(=O)(=O)c3ccccc3)cc2)c1OC,4%,i,7%,-1.1,1152,19%,1.7,2.2,5.2,i,-1,-0.95,-0.21,-0.45,0.58,x,x

# High-throughput results: PubChem, several laboratories

# This is a subset (hit frequency here may not be typical).
